Assay outcomes as filed in PubChem.
miR122 inh: inhibitors of miR-122 in Huh7 cells | Huh7 miR-122 Renilla luciferase sensor, 48 h; neutral wells = 0, positive control = 100 | activation (reporter increase), % at 12.5 µM | hit rate 0.3% among 340,000;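 active means mean replicate activation score at least 90 and every replicate individually at or above 90; inconclusive means only one of the two criteria met; inactive means neither criterion met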;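 further: higher luciferase means less miR-122 activity so hits act as miR-122 inhibitors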
Statin myotox sup: protects C2C12 myotubes from simvastatin toxicity. rescue of ATP level, % at 7.49 µM. AID 602340. ATP luminescence, 48 h; scaled: DMSO 0, geranylgeraniol control 100. hit rate 0.78% among 330,000;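 active means mean ATP rescue above about 67%, or every replicate alone reaching that limit, limit read from the data, passing the limit was not always enough; inconclusive means no clear call, values can overlap the other calls; inactive means mean under the limit and some replicate under it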;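 further: myotubes were challenged with 10 µM simvastatin during compound exposure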
esBAF inh: blocks esBAF chromatin remodeling in mouse ES cells; hit rate 2% among 350,000; reporter increase, % at 12.5 µM; Bmi1-luciferase knock-in reporter, 24 h; 100% = twice the neutral-well signal; in the data active means activation above about 40%; inconclusive means no clear call, values can overlap the other calls;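 further: 0% = median of the plate's neutral control wells and 100% = double that signal; a rise in the Bmi1 reporter signal indicates esBAF inhibition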
SIRT5 block: sirtuin-5 (human) deacylase inhibition; Q9NXA8; Purified SirT5, succinyl-peptide AMC, trypsin-coupled fluorescence; inhibition, % at 15 µM; hit rate 1.1% among 330,000; in the data active means inhibition above about 15%; inconclusive means no clear call, values can overlap the other calls
Target sequence (Q9NXA8 whole entry, looked up): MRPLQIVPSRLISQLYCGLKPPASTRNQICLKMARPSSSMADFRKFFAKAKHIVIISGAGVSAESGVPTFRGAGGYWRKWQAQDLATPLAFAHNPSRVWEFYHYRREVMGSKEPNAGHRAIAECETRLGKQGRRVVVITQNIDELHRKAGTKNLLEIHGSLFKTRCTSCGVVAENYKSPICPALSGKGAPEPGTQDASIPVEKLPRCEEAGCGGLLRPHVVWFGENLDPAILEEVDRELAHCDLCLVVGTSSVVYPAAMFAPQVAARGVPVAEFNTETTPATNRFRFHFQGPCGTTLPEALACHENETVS
Cneo AK release: causes C. neoformans cell lysis | hit rate 0.2% among 360,000 | lysis activity, % at 15 µM | adenylate kinase release luminescence, 4 h; normalised: neutral wells 0, clomiphene wells 100 | AID 651654;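 active means mean lysis activity across replicates of at least 80%, whatever share of replicates individually reach that level; inactive means mean lysis activity below 80%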
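read-out = cell lysis signal | test system = log-phase Cryptococcus neoformans yeast cells | input = cells at 5 × 10^6 per mL | medium = fresh YPD growth medium | signal = luminescent adenylate kinase detection reagent | timing = 4 h at 37 °C static, read 1 h later | dosing = single dose | controls = Clomiphene as positive lysis control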
ARNT-TACC3 inh: disruptors of human ARNT/TACC3 interaction. Q9Y6A5. inhibition, % at 9.99 µM. hit rate 0.66% among 390,000. AlphaScreen His-ARNT PAS-B/GST-TACC3 binding, luminescence; TACC3 fragment carries E629A point mutation;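 active means mean inhibition of replicates at least 50% and at least half of replicates each reaching 50%; inconclusive means half or more replicates reach 50% but mean below 50%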;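 further: 0% = complete ARNT plus TACC3 wells and 100% = ARNT alone without TACC3; many hits fall short of the cut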
ERp5 inh: ERp5 (human) disulfide isomerase inhibition; Q15084; ERp5 insulin aggregation, absorbance 650 nm, 90 min; inhibition, % at 9.99 µM; hit rate 0.05% among 350,000; AID 651711;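 active means mean replicate inhibition above about 25%, with every replicate also reaching it, limit read from the data, passing the limit was not always enough; inconclusive means only one of those two criteria met; inactive means neither criterion met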
Target sequence (Q15084 whole entry, looked up): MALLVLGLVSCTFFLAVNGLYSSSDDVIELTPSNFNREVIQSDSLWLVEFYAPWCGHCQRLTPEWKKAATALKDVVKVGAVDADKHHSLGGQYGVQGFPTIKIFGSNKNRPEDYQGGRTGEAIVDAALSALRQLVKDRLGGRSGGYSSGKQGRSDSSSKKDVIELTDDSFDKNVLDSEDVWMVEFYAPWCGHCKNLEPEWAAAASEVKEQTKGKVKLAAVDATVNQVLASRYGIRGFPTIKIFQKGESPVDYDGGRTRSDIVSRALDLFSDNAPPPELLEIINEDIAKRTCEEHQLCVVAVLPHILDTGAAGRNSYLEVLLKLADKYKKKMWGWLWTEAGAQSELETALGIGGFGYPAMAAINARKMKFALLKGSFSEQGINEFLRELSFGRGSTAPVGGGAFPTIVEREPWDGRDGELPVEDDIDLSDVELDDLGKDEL
An asterisk follows results filed as active; [ ] = remark or other dose.

For CCOC(=O)c1c(NC(=O)c2ccccc2)sc2c(O)c(CN(CC)CC)ccc12 the results were miR122 inh -5, esBAF inh 1, Cneo AK release 6 and ARNT-TACC3 inh 1.
Screening COc1cccc(S(=O)(=O)N[C@H]2CC[C@H](CCn3cc(-c4ccccn4)nn3)O[C@H]2CO)c1 returned Statin myotox sup -6, esBAF inh -1, SIRT5 block 1, Cneo AK release -1 and ERp5 inh 2.
`COCCNC(=S)NNC(=O)c1cc(-c2cccnc2)nc2ccccc12` gave SIRT5 block 0, Cneo AK release 4, ARNT-TACC3 inh 4 and ERp5 inh -4.
Screening O=C1CN(C(=O)c2ccc(Br)o2)C(c2ccccc2)c2cc(F)ccc2N1 (configuration not stated) returned miR122 inh -3, Statin myotox sup 15, esBAF inh 2, SIRT5 block 5, Cneo AK release -1, ARNT-TACC3 inh 2 and ERp5 inh -2.
`CC(C)CC#Cc1ccc2c(c1)O[C@@H](CN(C)C(=O)C1CCCCC1)[C@@H](C)CN([C@H](C)CO)S2(=O)=O` gave miR122 inh -5[16.7 µM], Statin myotox sup 19, esBAF inh 2, SIRT5 block 22*, Cneo AK release 0, ARNT-TACC3 inh 2 and ERp5 inh 4.
For C[C@@H]1CN([C@@H](C)CO)C(=O)c2cc(NS(C)(=O)=O)ccc2O[C@@H](C)CCCCO[C@H]1CN(C)C(=O)CCC(F)(F)F the results were miR122 inh -10[16.7 µM], Statin myotox sup 1, esBAF inh 3, SIRT5 block 6, Cneo AK release -7, ARNT-TACC3 inh -5 and ERp5 inh -2.
Screening COCCCn1c(=N)c(C(N)=S)cc2c(=O)n3cccc(C)c3nc21 returned miR122 inh -21, Statin myotox sup -3, esBAF inh -6, SIRT5 block -32, Cneo AK release 4, ARNT-TACC3 inh 13 and ERp5 inh -4.
Screening CCNS(=O)(=O)c1ccc2nc(NC(=O)/C=C/c3cc(OC)c(OC)c(OC)c3)sc2c1 returned SIRT5 block -3, ARNT-TACC3 inh 3 and ERp5 inh -5.
For O=C(N[C@H]1C=C[C@@H](CC(=O)N2CCCCC2)O[C@@H]1CO)c1ccc2c(c1)OCO2 the results were Statin myotox sup 0, esBAF inh -2, SIRT5 block -2, Cneo AK release -9, ARNT-TACC3 inh -2 and ERp5 inh 5.
For Cc1ccc(N2CCN(C(=O)CN3C(=O)c4ccccc4C3=O)CC2)cc1 the results were miR122 inh -3, Statin myotox sup -4, esBAF inh -4, Cneo AK release 1 and ARNT-TACC3 inh -3.
COc1cc(C[C@H](C)[C@H](C)Cc2ccc3c(c2)OCO3)ccc1O was read as miR122 inh -1, Statin myotox sup 20, esBAF inh 6, Cneo AK release -2 and ARNT-TACC3 inh 2.
For NS(=O)(=O)c1cc(C(=O)NCCOc2ccccc2)c(Cl)cc1Cl the results were miR122 inh 28, Cneo AK release 4 and ARNT-TACC3 inh -8.
For CCN1CCN(C(c2cccs2)C(C)NC(=O)NC2CCCCC2)CC1 (configuration not stated) the results were miR122 inh 10, Statin myotox sup -9, esBAF inh -4, SIRT5 block -1, Cneo AK release 2, ARNT-TACC3 inh -5 and ERp5 inh -3.
For Cc1ccc[n+](CC(=O)Nc2ccc([N+](=O)[O-])cc2)c1 the results were miR122 inh -4, Statin myotox sup 0, esBAF inh -2, SIRT5 block 2, Cneo AK release -4, ARNT-TACC3 inh -5 and ERp5 inh 3.
`Cn1nc(C(=O)N2CCN(c3ccccc3F)CC2)c2c1-c1ccccc1S(=O)(=O)C2` gave miR122 inh 10, Statin myotox sup 1, esBAF inh 2, SIRT5 block -2, ARNT-TACC3 inh 0 and ERp5 inh 3.
CSCCC(NS(=O)(=O)c1ccc2c(c1)oc(=O)n2C)C(=O)NC1CCC(C)CC1 (configuration not stated) was read as Statin myotox sup 3, esBAF inh 3, SIRT5 block -1, Cneo AK release -2, ARNT-TACC3 inh 0 and ERp5 inh -8.
CNC(=O)C[C@H]1CC[C@H]2[C@@H](COc3ccc(NC(=O)Nc4ccc(F)c(F)c4)cc3C(=O)N2C)O1 was read as miR122 inh 33[16.7 µM], Statin myotox sup -27, esBAF inh -4, SIRT5 block 3, Cneo AK release 1, ARNT-TACC3 inh -5 and ERp5 inh 6.
For O=C(NC12CC3CC(CC(C3)C1)C2)c1ccc([N+](=O)[O-])cc1 the results were Statin myotox sup 6, esBAF inh -2, SIRT5 block -1, Cneo AK release 2, ARNT-TACC3 inh -7 and ERp5 inh 2.
Cc1ccc(S(=O)(=O)NC(CC(C)C)C(=O)Oc2ccc3c4c(c(=O)oc3c2)CCC4)cc1 (configuration not stated) was read as miR122 inh -1, Statin myotox sup -9, esBAF inh -1, SIRT5 block -9, Cneo AK release 0, ARNT-TACC3 inh -2 and ERp5 inh -2.
For CCn1nc(C)c(CN2CCC(C(=O)Nc3cccc(-c4cccc(Cl)c4)c3)CC2)c1C the results were Statin myotox sup -12, esBAF inh -12, SIRT5 block -3, Cneo AK release -2, ARNT-TACC3 inh 10 and ERp5 inh 0.
CC1(C)OC(=O)C(=NNc2ccc(Cl)cc2)C(=O)O1 was read as miR122 inh 1, Statin myotox sup 9, esBAF inh -3, Cneo AK release -1 and ARNT-TACC3 inh -6.
`O=C(Nc1ccc(C(F)(F)F)cc1)N[C@H]1CC[C@@H](CCNC(=O)c2ccccc2F)O[C@@H]1CO` gave Statin myotox sup -3, esBAF inh 1, SIRT5 block 3, Cneo AK release 11, ARNT-TACC3 inh -4 and ERp5 inh -2.
For C[C@@H]1CN([C@H](C)CO)C(=O)CCCn2cc(nn2)CO[C@@H]1CN(C)C(=O)NC1CCCCC1 the results were miR122 inh -6[16.7 µM], Statin myotox sup -1 and esBAF inh -2.
`Cc1ccc(N(C(C)C(=O)Nc2cc(Cl)ccc2Oc2ccccc2)S(C)(=O)=O)cc1` (configuration not stated) gave miR122 inh -6, Statin myotox sup 0, esBAF inh -8, SIRT5 block -5, Cneo AK release -1, ARNT-TACC3 inh -3 and ERp5 inh 9.
`CCOC(=O)Oc1ccc2c(c1)C(C)=CC(C)(C)N2C(=O)OCC` gave miR122 inh 3, Statin myotox sup 1, esBAF inh 6, Cneo AK release -1 and ARNT-TACC3 inh -3.
CCN(CC)S(=O)(=O)c1ccc(C(=O)NNC2=NS(=O)(=O)c3ccccc32)cc1 was read as Statin myotox sup 1, esBAF inh -5, SIRT5 block 1, Cneo AK release 0, ARNT-TACC3 inh 3 and ERp5 inh 3.
`CC(=O)c1c(C)[nH]c(C(=O)Nc2cccc(S(=O)(=O)N3CCCC3)c2)c1C` gave miR122 inh 40, Statin myotox sup 10, esBAF inh 10, SIRT5 block 2, Cneo AK release 0, ARNT-TACC3 inh 3 and ERp5 inh 1.
`Cc1ccc(C(=O)NNC(=O)c2ccco2)cc1` gave miR122 inh -1, Statin myotox sup 4, esBAF inh 51* and ARNT-TACC3 inh -4.
Cc1cc(N2CCCCCC2)nc2ccccc12 was read as miR122 inh 15, Statin myotox sup -31, esBAF inh -7, Cneo AK release 1 and ARNT-TACC3 inh -6.
For CCOCCc1nnc(N)s1 the results were miR122 inh 0, Statin myotox sup 14, esBAF inh -7, SIRT5 block -11, Cneo AK release -1, ARNT-TACC3 inh -5 and ERp5 inh -4.
Screening Cc1noc(C)c1NC(=O)Nc1ccc2c(c1)CC(=O)N([C@@H](C)CO)C[C@H](C)[C@@H](CN(C)Cc1ccc(C(=O)O)cc1)O2 returned miR122 inh 1[16.7 µM], Statin myotox sup 3, esBAF inh -1, SIRT5 block -1, Cneo AK release -2, ARNT-TACC3 inh -6 and ERp5 inh 2.
O=C(Nc1ccc(Oc2ccccc2)cc1)c1ccc2sc([C@H]3C[C@H](O)[C@@H](CO)O3)nc2c1 was read as miR122 inh 4, Statin myotox sup -12, esBAF inh -8, Cneo AK release -4 and ERp5 inh 5.
`COc1ccc(C(c2nnnn2Cc2ccccc2)N2CCN(C(=O)c3ccco3)CC2)cc1OC` (configuration not stated) gave miR122 inh -9, Statin myotox sup -28, esBAF inh 0, Cneo AK release -1 and ARNT-TACC3 inh -16.
Screening O=C(Nc1ccc(S(=O)(=O)N2CCCC2)cc1)c1ccc(Cl)nc1 returned SIRT5 block -3, ARNT-TACC3 inh 0 and ERp5 inh -5.
COc1ccc(Cl)cc1-c1nc(SCC(=O)NC2CCS(=O)(=O)C2)n[nH]1 (configuration not stated) was read as miR122 inh 3, Statin myotox sup 2, esBAF inh 1, SIRT5 block -2, Cneo AK release 0, ARNT-TACC3 inh -1 and ERp5 inh -5.
Screening Cc1[nH]c2ccccc2c1C(=O)CSc1ccc(F)cc1 returned miR122 inh 0, SIRT5 block -3, Cneo AK release 5, ARNT-TACC3 inh -10 and ERp5 inh 1.
Screening COc1ccc(-c2ccc3c(c2)[C@@H]2[C@@H](CCN2S(=O)(=O)c2ccc(OC)cc2)[C@@H](CO)N3C)cc1 returned miR122 inh 2[16.7 µM], Statin myotox sup -89, esBAF inh 6, SIRT5 block 10, Cneo AK release -8, ARNT-TACC3 inh -4 and ERp5 inh -1.
Screening COc1cc(C(=O)NCCNC(=O)c2cc(OC)c(C)c(OC)c2)cc(OC)c1C returned miR122 inh 0, Statin myotox sup -2, esBAF inh -3, SIRT5 block 0, Cneo AK release -1, ARNT-TACC3 inh 1 and ERp5 inh -1.
Screening C[C@@H]1CN([C@@H](C)CO)S(=O)(=O)c2ccc(-c3ccc(C(=O)N(C)C)cc3)cc2O[C@H]1CN(C)C(=O)C1CCOCC1 returned miR122 inh 9[16.7 µM], Statin myotox sup -10, esBAF inh 2, SIRT5 block -1, Cneo AK release -1, ARNT-TACC3 inh -9 and ERp5 inh inconclusive.
NC(=S)N/N=C/c1coc2ccc(Br)cc2c1=O was read as miR122 inh 13, SIRT5 block 3, Cneo AK release -6, ARNT-TACC3 inh -3 and ERp5 inh -2.
`C/C=C/c1ccc2c(c1)O[C@@H](CN(C)CC1CCCC1)[C@H](C)CN([C@@H](C)CO)S2(=O)=O` gave miR122 inh -31[16.7 µM], Statin myotox sup -114, esBAF inh 1, SIRT5 block 18*, Cneo AK release 1, ARNT-TACC3 inh 19 and ERp5 inh 0.
Screening CC1=C(c2ccccc2)SC2=NCCN21 returned miR122 inh 4, Statin myotox sup -2, esBAF inh -3, SIRT5 block -1, Cneo AK release -1, ARNT-TACC3 inh 9 and ERp5 inh -1.
`CCN1C(=O)[C@H]2[C@@H](c3ccc(-c4ccc(F)cc4)c(OC)c3)N[C@@](Cc3ccccc3)(C(=O)OC)[C@H]2C1=O` gave miR122 inh 1, Statin myotox sup -13, esBAF inh -7, Cneo AK release 0, ARNT-TACC3 inh -9 and ERp5 inh 2.
`Cc1[nH]c2ccc(F)cc2c1CCN(Cc1ccncc1)C(=S)Nc1ccc(F)cc1` gave miR122 inh -6, Statin myotox sup 13, esBAF inh 3, SIRT5 block 3, Cneo AK release -7, ARNT-TACC3 inh 6 and ERp5 inh 3.

An excerpt taken from the entries so far:
NC(=S)N/N=C/c1coc2ccc(Br)cc2c1=O was read as miR122 inh 13, SIRT5 block 3, Cneo AK release -6, ARNT-TACC3 inh -3 and ERp5 inh -2.
`C/C=C/c1ccc2c(c1)O[C@@H](CN(C)CC1CCCC1)[C@H](C)CN([C@@H](C)CO)S2(=O)=O` gave miR122 inh -31[16.7 µM], Statin myotox sup -114, esBAF inh 1, SIRT5 block 18*, Cneo AK release 1, ARNT-TACC3 inh 19 and ERp5 inh 0.
Screening CC1=C(c2ccccc2)SC2=NCCN21 returned miR122 inh 4, Statin myotox sup -2, esBAF inh -3, SIRT5 block -1, Cneo AK release -1, ARNT-TACC3 inh 9 and ERp5 inh -1.
`CCN1C(=O)[C@H]2[C@@H](c3ccc(-c4ccc(F)cc4)c(OC)c3)N[C@@](Cc3ccccc3)(C(=O)OC)[C@H]2C1=O` gave miR122 inh 1, Statin myotox sup -13, esBAF inh -7, Cneo AK release 0, ARNT-TACC3 inh -9 and ERp5 inh 2.
